POLH inh = qHTS for Inhibitors of Polymerase Eta | recombinant Pol eta, fluorescent DNA replication assay | DNA polymerase eta (Homo sapiens), Q9Y253 | hit rate 1.2% among 390,000 | Potency, µM (doses to about 114 µM), for inactives: at the top dose activity change, negative = inhibition, actives largely listed as inhibitors; further: on the % scale 0 is the no-effect control and ±100 the full control effect
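Pol eta at 10 nM preincubated with compounds 15 min at room temperature; reaction started with fluorescent substrate (50 nM final) and read kinetically at 0 and 10 min.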
POLB inh = qHTS Assay for Inhibitors of DNA Polymerase Beta | P06746 | hit rate 1.3% among 340,000 | Pol beta primer extension/strand displacement, fluorescence kinetic | Potency, µM (top dose mostly 114 µM), inactives show at the top dose activity change, negative = inhibition, most hits filed as inhibitors; further: on the % scale 0 is the no-effect control and ±100 the full control effect
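Curves were derived by four-parameter Hill fits of normalized qHTS data. The kinetic fluorescent primer-extension read was taken at 0 and 10 min after 50 nM substrate, following a 15 min room-temperature preincubation of 10 nM enzyme with compounds.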
G9a block = qHTS Assay for Inhibitors of Histone Lysine Methyltransferase G9a; Histone-lysine N-methyltransferase EHMT2 (Homo sapiens), Q96KQ7; G9a H3K9 monomethylation, AlphaScreen, 2 h; Potency, µM (titrated, usually from 102 µM), inactives show at the highest dose activity, negative = inhibition, actives largely listed as inhibitors; hit rate 8.8% among 350,000; further: on the % scale 0 is the no-effect control and ±100 the full control effect; nearly all actives have a fitted effect of over 75% in size
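Using a bead-based AlphaScreen, monomethylated H3K9 product from 2 h room-temperature reactions (G9a 20 nM, peptide 500 nM, SAM 20 uM) was detected with 0.5 ug/mL rabbit anti-H3K9me1 antibody.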
BAZ2B block = qHTS Assay for Inhibitors of BAZ2B; Potency, µM (titrated, usually from 114 µM), without a hit: at the top dose activity change, negative = inhibition, actives largely listed as inhibitors; AlphaScreen BAZ2B-H3K14Ac peptide displacement; Bromodomain adjacent to zinc finger domain protein 2B (Homo sapiens), Q9UIF8; hit rate 4.4% among 360,000; further: on the % scale 0 is the no-effect control and ±100 the full control effect; nearly all actives have a fitted effect of over 60% in size
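BAZ2B (50 nM) with biotin-H3(5-23)K14Ac peptide (50 nM) in PBS pH 7.4, 0.01% Tween-20, preformed 30 min, then compound 30 min at room temperature; top concentration 110uM. AlphaScreen streptavidin donor/nickel chelate acceptor beads (10 ug/mL final), 20 min dark, signal read.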
APEX1 inh = qHTS Assay for Inhibitors of the Human Apurinic/apyrimidinic Endonuclease 1 (APE1). DNA repair nuclease/redox regulator APEX1 (Homo sapiens), P27695. recombinant APE1, TAMRA/BHQ-2 abasic DNA cleavage fluorescence. Potency, µM (doses to about 65.8 µM), for inactives: top-dose activity change, negative = inhibition, actives largely listed as inhibitors. hit rate 0.35% among 350,000;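 further: plate controls were vehicle for no effect and reference inhibitor for full effect; nearly all actives have a fitted effect of over 55% in size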
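Incision of a quenched TAMRA/BHQ-2 THF abasic-site duplex (50 nM) by 0.75 nM APE1, after 15 min compound preincubation, measured as fluorescence increase over three 60 s reads. Values normalized to buffer, DMSO and NSC13755 control wells.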
POLI inh = qHTS for Inhibitors of Polymerase Iota; DNA polymerase iota (Homo sapiens), Q9UNA4; Pol iota fluorescent replication assay, 10 min; Potency, µM (highest dose often 115 µM), inactives show at the highest dose activity, negative = inhibition, actives largely listed as inhibitors; hit rate 1% among 390,000; AID 588590, 2011
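Pol iota at 10 nM preincubated 15 min with compounds at room temperature; reaction started with fluorescent substrate, 50 nM final. Fluorescence read kinetically at 0 and 10 min; buffer-only wells as negative control.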
JMJD2A Tudor = qHTS Assay for Inhibitors of JMJD2A-Tudor Domain. Lysine-specific demethylase 4A (Homo sapiens), O75164. AlphaScreen JMJD2A-Tudor / H3K4me3 peptide binding. Potency, µM (series often up to 114 µM), inactives show top-dose activity change, negative = inhibition, actives largely listed as inhibitors. hit rate 4.4% among 390,000; further: on the % scale 0 is the no-effect control and ±100 the full control effect; nearly all actives have a fitted effect of over 50% in size
Pol kappa inh = qHTS for Inhibitors of Polymerase Kappa; DNA polymerase kappa (Homo sapiens), Q9UBT6; purified Pol kappa, fluorescent DNA synthesis assay, 10 min; Potency, µM (highest dose often 107 µM), for inactives: at the top dose activity, negative = inhibition, usual class: inhibitors; hit rate 0.53% among 400,000; further: on the % scale 0 is the no-effect control and ±100 the full control effect
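Inhibition of 10 nM Pol kappa is measured by a fluorescent read-out at 0 and 10 min following addition of 50 nM substrate (final), with a 15-min room-temperature compound preincubation.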
BLM helicase inh = qHTS Assay for Inhibitors of Bloom's syndrome helicase (BLM); Potency, µM (series often up to 56.1 µM), without a hit: at the top dose activity change, negative = inhibition, actives largely listed as inhibitors; recombinant BLM DNA unwinding, fluorescence dequenching; RecQ-like DNA helicase BLM (Homo sapiens), P54132; AID 2528, 2010; hit rate 0.2% among 350,000;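 further: plate controls were vehicle for no effect and no enzyme for full effect; nearly all actives have a fitted effect of over 35% in size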
Target sequence (P54132 whole entry, looked up): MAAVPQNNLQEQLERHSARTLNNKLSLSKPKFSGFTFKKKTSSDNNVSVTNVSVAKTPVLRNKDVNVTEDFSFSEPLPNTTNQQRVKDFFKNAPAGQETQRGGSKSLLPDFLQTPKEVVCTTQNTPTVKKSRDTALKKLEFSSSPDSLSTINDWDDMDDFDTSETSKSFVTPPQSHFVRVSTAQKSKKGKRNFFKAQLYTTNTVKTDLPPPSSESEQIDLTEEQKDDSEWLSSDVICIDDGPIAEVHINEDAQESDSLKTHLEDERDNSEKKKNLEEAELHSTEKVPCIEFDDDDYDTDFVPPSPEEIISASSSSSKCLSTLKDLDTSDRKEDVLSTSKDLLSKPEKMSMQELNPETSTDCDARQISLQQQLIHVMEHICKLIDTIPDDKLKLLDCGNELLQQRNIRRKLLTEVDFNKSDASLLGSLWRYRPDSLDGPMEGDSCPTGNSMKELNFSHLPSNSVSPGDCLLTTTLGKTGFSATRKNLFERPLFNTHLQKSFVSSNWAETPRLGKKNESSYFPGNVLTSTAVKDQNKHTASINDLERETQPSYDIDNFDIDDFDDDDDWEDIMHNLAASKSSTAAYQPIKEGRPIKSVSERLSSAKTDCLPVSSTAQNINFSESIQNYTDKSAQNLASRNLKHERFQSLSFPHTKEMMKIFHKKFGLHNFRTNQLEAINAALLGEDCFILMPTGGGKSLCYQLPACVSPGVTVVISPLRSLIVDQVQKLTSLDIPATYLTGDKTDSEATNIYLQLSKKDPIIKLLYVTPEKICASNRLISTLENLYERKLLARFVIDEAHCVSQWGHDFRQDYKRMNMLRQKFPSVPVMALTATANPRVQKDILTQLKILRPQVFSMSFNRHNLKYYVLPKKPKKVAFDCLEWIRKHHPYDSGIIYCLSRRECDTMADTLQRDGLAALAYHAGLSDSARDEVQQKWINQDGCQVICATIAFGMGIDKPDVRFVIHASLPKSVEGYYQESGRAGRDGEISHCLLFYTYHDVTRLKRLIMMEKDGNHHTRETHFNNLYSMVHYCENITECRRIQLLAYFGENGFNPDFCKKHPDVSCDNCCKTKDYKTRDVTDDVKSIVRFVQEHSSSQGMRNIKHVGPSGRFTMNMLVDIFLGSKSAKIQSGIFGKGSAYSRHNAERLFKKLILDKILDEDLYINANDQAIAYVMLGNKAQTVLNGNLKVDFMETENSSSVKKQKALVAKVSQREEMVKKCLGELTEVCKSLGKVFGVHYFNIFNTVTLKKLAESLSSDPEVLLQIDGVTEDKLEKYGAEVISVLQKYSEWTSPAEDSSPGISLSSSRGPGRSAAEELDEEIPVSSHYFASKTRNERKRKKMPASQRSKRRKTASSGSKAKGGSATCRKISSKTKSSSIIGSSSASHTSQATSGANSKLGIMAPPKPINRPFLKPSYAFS
Active calls of the source: *; ? = inconclusive; . = no result given; & = joins results of further samples; ! = repeats disagree; [ ] = dose if it differs, or a comment. The call rests on the fitted dose curve; in most records, active means well fitted curve in the direction sought with a large enough effect; inconclusive means small, poorly fitted or top-dose-only effect, or another doubt; inactive means no such curve, though single readings can be large; an effect the other way counts as inactive or inconclusive. Potency means the concentration at half of the fitted maximal effect.

SMILES	POLH inh	POLB inh	G9a block	BAZ2B block	APEX1 inh	POLI inh	JMJD2A Tudor	Pol kappa inh	BLM helicase inh
CC(C)c1cc(Br)c(NC(=O)Nc2cccnc2)c(Br)c1	-21%	?	9%	0%	-14%	11%	-12%	0%	-4%
CC1COC2N=C(N[N+](=O)[O-])NC2O1 (stereo unspecified)	0%	4%	-43%	-2%	6%	33%[activator]	-3%	0%	-2%
CCC(C)C1NC(=O)C(C(C)=O)=C1O (stereo unspecified)	1%	-1%	14%[12.7 µM]	50µM*	0%	-9%	-23%	10%	-2%
O=c1cccc2n1CC1CNC[C@H]2C1	-9%	.	-3%[59 µM]	-3%	-8%	15%	-8%	9%	2%
CN(C)CC1CSCCC1(O)c1cccc(Cl)c1 (stereo unspecified)	-10%	2%	-8%[59 µM]	-4%	3%	19%	-8%	-5%	-11%
COC(=O)C1=C(c2ccccc2)C[C@@H]2CC[C@H]1N2C(=O)NC1CCCCC1	-15%	.	.	.	.	49%[activator]	-5%	13%	.
C=CCC1C(=O)NC(=S)NC1=O	1%	7%	8.9µM*	6%	-2%	49%[activator]	89µM*	-2%	-6%
Nc1ccc(C2(c3ccc(N)cc3)c3ccccc3-c3ccccc32)cc1	-26%	-20%	-16%[59 µM]	?	-5%	51%[activator]	-22%	-10%	-1%
O=[N+]([O-])c1cc(-c2ccc([As](=O)(O)O)cc2)ccc1[As](=O)(O)O	.	20µM*	50µM*	?	?	.	.	.	-4%
Oc1c(Br)cc(Br)cc1Oc1ccc(Br)cc1Br	.	3%	?	-33%	1%	.	.	.	-16%
Clc1cccc(SC2CCNCC2)n1	.	.	35%[59 µM]	.	19%&-7%	.	.	-3%&-5%[19.4 µM]	7%&-10%
CCCCOc1ccc(C(=O)NCCc2csc(-c3ccc(OC)cc3)n2)cc1	1%	-18%	7%[59 µM]	5%	.	?	-18%	-6%[60.1 µM]	-7%
O=C(NN=Cc1ccc(N(CCCl)CCCl)cc1)c1cccnc1	-18%	.	.	.	.	73%[activator]	-12%	-10%	.
COC(=O)C1=C(c2ccc3ccccc3c2)C[C@@H]2CC[C@H]1N2C(=O)N1CCC(O)CC1	-2%	.	-10%[2.33 µM]	7%	-6%	6%	-16%	-5%	.
CC1(O)CCN2C(=O)CCc3cccc1c32 (stereo unspecified)	-12%	.	?	-35%	-6%	4%	-10%	-14%	.
O=C(Cc1cccc(C(F)(F)F)c1)N1CCN(CC(=O)N2CCCC2)CC1	-7%	.	-2%[12.7 µM]	3%	-12%	-3%	-6%	-10%	.
CCOC(=O)C(O)(c1ccc(N(CC)S(=O)(=O)c2ccccc2)cc1)C(F)(F)F (stereo unspecified)	-7%	3%	7%	-3%	-4%	7%	-3%	-3%	-6%
Cn1c(=O)c2c(nc(N/N=C/c3c(O)n(C4CCCCC4)c(=S)[nH]c3=O)n2C)n(C)c1=O	-18%	-1%	22µM*	50µM*	-1%	128%[activator]	79µM*	1%	-4%
CCC1=C(C)C(N2CCOCC2)=NP(N2CCOCC2)(N2CCOCC2)=N1	8%	0%	?	-31%	1%	6%	-15%	-4%	-1%
O=C(NN=Cc1ccc(N(CCCl)CCCl)cc1)c1cccc([N+](=O)[O-])c1	?	.	.	.	.	?	-19%	-26%	.
CCCCSP1(=S)NCCCN1	-20%	-20%	-4%	10%	-9%	9%	15%	-5%	0%
COc1cc2c(c(OC)c1OC)-c1ccc(O)cc1C(NC(C)=O)CC2 (stereo unspecified)	-12%	.	.	.	.	13%	-3%	6%	.
O=C(COc1ccc(Cl)cc1)NC1CN2CCC1CC2 (stereo unspecified)	-17%	-18%	-11%[12.7 µM]	-3%	12%	0%	3%	2%	0%
CCOP(=S)(OCC)SCOC(=O)NCC(=O)OC	-5%	8%	22%[59 µM]	.	-1%	16%	10%	-1%	-1%
Nc1c(C(=O)OCc2ccccc2)c2nc3ccccc3nc2n1Cc1cccs1	-18%	-1%	79%[activator][59 µM]	27%	-2%	?	11%	-14%	-21%
COc1ccc(C2C=C(c3ccccc3)Nc3nc(NC(=O)/C=C/c4ccccc4Cl)nn32)cc1 (stereo unspecified)	-15%	2%	?	-28%	.	11%	-6%	-1%	-3%
Cc1ccc(-n2c(O)c(/C=C3/C(c4ccccc4)=Nc4ccccc43)c(=O)[nH]c2=O)cc1	-6%	23%[57.1 µM]	35µM*	?	-1%	13%	?	-17%	2%
CCCN(CCC)[C@@H]1CCc2c(OC)cccc2[C@@H]1C	.	.	15%[59 µM]	.	-1%&2%	.	.	4%&-5%[19.4 µM]	-10%
CCCCCSc1cc(O)c(C(CNC)C(C)C)cc1OC (stereo unspecified)	-19%	5%	11µM*	?	-6%	127%[activator]	?	-8%	-2%
O=C1NC(=O)C(=Cc2ccsc2)C(=O)N1	-10%	?	-24%	4%	1%	-2%	6%	-7%	-2%
CCCCCn1c(=O)c(C(=O)NCc2ccccc2Cl)c(O)c2ccccc21	-6%	-1%	123%[activator]	2%	8%	0%	14%	-14%	-10%
CCCC(=O)c1ccc(CP(=O)(OCC)OCC)o1	2%	0%	?	-10%	?	23%	-8%	-23%	0%
CC(C(=O)c1ccc(Cl)cc1Cl)n1cncn1 (stereo unspecified)	-5%	52%	?	-35%	1%	2%	?	-6%	-1%
CCN1C[C@@]2(COC)C3[C@@H](OC)[C@H]4[C@@H]1[C@@]3(C1C[C@H]3[C@H](O)C1[C@]4(O)C[C@H]3OC)[C@@H](OC)C[C@H]2O (stereo partly specified)	-3%	.	.	.	.	6%	-9%	5%	.
CNP1(NC)=NC(C(F)(F)F)=NC(C(F)(F)F)=N1	-4%	1%	8%[59 µM]	-3%	2%	?	4%	-1%[60.1 µM]	1%
C/C(=C/C=C/[C@@H](C)C(=O)O)[C@H]1CN[C@H](C(=O)O)[C@H]1CC(=O)O	5%	13%	?	-2%	4%&-5%	-4%	56µM*	-8%[60.1 µM]	-10%&1%
C=CCc1ccc(OC)cc1	-8%	.	-1%[12.7 µM]	6%	56%&-2%&18%[activator]	-1%	-5%	7%	-15%
CN1CCN(C2=Nc3cc(Cl)ccc3Nc3ccccc32)CC1	-12%	?	-30%[59 µM]	?	8%	79µM*!	?	-6%[60.1 µM]	-3%
COc1ccc(NC2=NCC(C)S2)cc1 (stereo unspecified)	-1%	-30%	?	-18%	-3%	43%[activator]	-6%	-7%	-5%
Cc1ccc(CNC(=O)C(=O)NCC(c2cccnc2)N2CCN(c3ccc(F)cc3)CC2)cc1 (stereo unspecified)	-17%	?	-1%[59 µM]	-38%	.	29%	-5%	-4%	-10%
CCOc1ccc(-n2c(SCc3nc(-c4ccccc4C)no3)nnc2-c2ccccc2)cc1	-13%	-1%	-7%[59 µM]	-6%	.	35%[activator]	-11%	13%	-2%
C=C(C)[C@@]12OC3(c4ccccc4)O[C@@H]1C1[C@@H]4O[C@]4(CO)[C@@H](O)[C@]4(O)C(=O)C(C)=C[C@H]4[C@@]1(O3)[C@H](C)[C@H]2OC(=O)/C=C/C=C/c1ccccc1 (stereo partly specified)	-8%	.	.	.	.	-4%	?	-5%	.
Cn1c2ccccc2c2c(C(=O)N3CCC4(CC3)OCCO4)cn(C3CCCC3)c(=O)c21	5%	3%	-1%	3%	4%	3%	-18%	-5%	1%
COc1ccc(C(=O)Nc2sc3c(c2C(=O)O)CC(C)(C)OC3)cc1	-19%	3%	-3%[59 µM]	8%	1%	?	-14%	-11%	3%
O=C(Oc1ccccc1)N1CCC2(CCCN(Cc3ccccc3)C2)CC1	.	.	-8%[12.7 µM]	.	4%	.	.	-3%[60.1 µM]	-1%

Entries of single compounds from above. Order of screens: POLH inh | POLB inh | G9a block | BAZ2B block | APEX1 inh | POLI inh | JMJD2A Tudor | Pol kappa inh | BLM helicase inh
`O=C(Oc1ccccc1)N1CCC2(CCCN(Cc3ccccc3)C2)CC1` in the list: . | . | -8%[12.7 µM] | . | 4% | . | . | -3%[60.1 µM] | -1%
`CCOc1ccc(-n2c(SCc3nc(-c4ccccc4C)no3)nnc2-c2ccccc2)cc1` in the list: -13% | -1% | -7%[59 µM] | -6% | . | 35%[activator] | -11% | 13% | -2%
`CC(C(=O)c1ccc(Cl)cc1Cl)n1cncn1` (stereo unspecified) in the list: -5% | 52% | ? | -35% | 1% | 2% | ? | -6% | -1%

Remaining list, next part:
SMILES	POLH inh	POLB inh	G9a block	BAZ2B block	APEX1 inh	POLI inh	JMJD2A Tudor	Pol kappa inh	BLM helicase inh
c1ccc2c(c1)OCC(C1=NCCN1)O2 (stereo unspecified)	-5%	2%	28µM*	?	6%&-3%&-1%	8%	9%	0%[60.1 µM]	-1%&1%
c1ccc(-n2ccnc2)cc1	-3%	15%	.	6%	-7%	15%	-3%	12%	-3%
Cn1c(C(=O)N2CCC(C(=O)N3CCC4(CC3)OCCO4)CC2)cc2sccc21	-5%	-1%	-21%	2%	7%	38%[activator]	-6%	-5%[60.1 µM]	1%
CCCCn1c(N)c(C(=O)NCCN2CCOCC2)c2nc3ccccc3nc21	-16%	-13%	65%[activator][59 µM]	19%	-9%	4%	21%	-13%	0%
CC1([N+](=O)[O-])COP(=O)(NC2CC2)OC1 (stereo unspecified)	0%	.	.	.	.	22%	-12%	-13%	.
COc1ccc(C(=O)CC2(CC(=O)c3ccc(OC)cc3)C(=O)N(C)C(=O)N(C)C2=O)cc1	-11%	-2%	40µM*	1%	8%	9%	-4%	-22%	-1%
COP(=O)(NS(=O)(=O)c1ccccc1)OC	-17%	27%	-8%	-1%	1%	4%	-1%	-10%	-2%
CC(=O)OC(CC(=O)O)C[N+](C)(C)C (stereo unspecified)	-11%	-1%	17%	4%	6%	?	-24%	-13%	-6%
O=C1NC(=O)N(Cc2ccc(F)cc2)C(=O)/C1=C\C=C\c1ccco1	20µM*	?	40µM*	56µM*	?	14µM*	-20%[11.4 µM]	?	?

Assay outcomes as filed in PubChem BioAssay.

Not all compounds are listed; rates above refer to the full screens.
